Screening results as filed in PubChem.
UDG counter – UDG inhibition counter-screen. AID 1347430. FRET deamination/UDG coupled assay, UDG read, 4 h. Potency, µM (top dose mostly 115 µM), for inactives: at the top dose activity change, negative = inhibition, usual class: inhibitors. 91,000 tested, 0.14% active; further: nearly all actives have a fitted effect of over 65% in size
AID inh – activation induced cytidine deaminase inhibition; Q9GZX7; AID deamination FRET fluorescence, UDG-coupled, 4 h; Potency, µM (series often up to 115 µM), inactives show top-dose activity change, negative = inhibition, actives largely listed as inhibitors; 91,000 tested, 0.32% active; AID 1347428; further: nearly all actives have a fitted effect of over 25% in size
Target sequence (Q9GZX7 whole entry, looked up): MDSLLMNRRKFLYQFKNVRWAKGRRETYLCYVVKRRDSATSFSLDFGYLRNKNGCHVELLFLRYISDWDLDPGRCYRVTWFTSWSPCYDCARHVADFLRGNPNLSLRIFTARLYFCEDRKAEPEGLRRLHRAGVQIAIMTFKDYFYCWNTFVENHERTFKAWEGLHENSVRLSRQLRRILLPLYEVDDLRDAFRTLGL
An asterisk follows results filed as active; [ ] = dose if it differs, or a comment. The call rests on the fitted dose curve; in most records, active means well fitted curve in the direction sought with a large enough effect; inconclusive means small, poorly fitted or top-dose-only effect, or another doubt; inactive means no such curve, though single readings can be large; an effect the other way counts as inactive or inconclusive. On the % scale 0 is the no-effect control and ±100 the full control effect; potency means the concentration at half of the fitted maximal effect.

The opening 7 compounds, ahead of the listing:
Screening Cc1ccc(-c2noc(-c3ccc(N4CCN(C)CC4)c([N+](=O)[O-])c3)n2)cc1 returned UDG counter -24% and AID inh inconclusive.
`CC(C)CCNC(=O)C12CC3CC(CC(O)(C3)C1)C2` gave UDG counter 3% and AID inh -1%.
`CCn1nccc1-c1cc(C(=O)O)c2cc(C)cc(C)c2n1` gave UDG counter -5% and AID inh 0%.
Screening Cc1cc(C)c(C=Nc2cc([N+](=O)[O-])ccc2C)c(C)c1 returned UDG counter -5% and AID inh -1%.
`O=C(CC1Sc2ccc(C(F)(F)F)cc2NC1=O)Nc1cc(Cl)cc(Cl)c1` (configuration not stated) gave UDG counter 1% and AID inh -9%.
CCOC(=O)c1cnc2c(ccc3ccccc32)c1Nc1cccc(OC)c1 was read as UDG counter -8%[57.5 µM] and AID inh 15%[57.5 µM].
For COc1ccc(OCC(=O)NN=C(C)C)cc1 the results were UDG counter -3% and AID inh 3%.

Main list, previewed entries included:
Screening Cc1ccc(-c2noc(-c3ccc(N4CCN(C)CC4)c([N+](=O)[O-])c3)n2)cc1 returned UDG counter -24% and AID inh inconclusive.
`CC(C)CCNC(=O)C12CC3CC(CC(O)(C3)C1)C2` gave UDG counter 3% and AID inh -1%.
`CCn1nccc1-c1cc(C(=O)O)c2cc(C)cc(C)c2n1` gave UDG counter -5% and AID inh 0%.
Screening Cc1cc(C)c(C=Nc2cc([N+](=O)[O-])ccc2C)c(C)c1 returned UDG counter -5% and AID inh -1%.
`O=C(CC1Sc2ccc(C(F)(F)F)cc2NC1=O)Nc1cc(Cl)cc(Cl)c1` (configuration not stated) gave UDG counter 1% and AID inh -9%.
CCOC(=O)c1cnc2c(ccc3ccccc32)c1Nc1cccc(OC)c1 was read as UDG counter -8%[57.5 µM] and AID inh 15%[57.5 µM].
For COc1ccc(OCC(=O)NN=C(C)C)cc1 the results were UDG counter -3% and AID inh 3%.
O=C(N/N=C/c1cccc(Br)c1)C1CC1 was read as UDG counter -4% and AID inh -1%.
For COc1ccc(C(=O)Nc2ccc(-c3nc4ncccc4o3)cc2C)cc1Br the results were UDG counter -9% and AID inh -10%.
For Cc1cnc(C(=O)Oc2ccc(Br)cc2)cn1 the results were UDG counter 4% and AID inh 10%.
Screening Cc1ccc(-n2nc3c(N4CCCC(C(=O)NCCN(C)C)C4)nnc(C)c3c2C)cc1 (configuration not stated) returned UDG counter inconclusive and AID inh -9%.
`CSc1cccc(NC(=O)CC(c2cccs2)N2Cc3ccccc3C2=O)c1` (configuration not stated) gave UDG counter -27% and AID inh inconclusive.
`COc1ccc(CNC(=O)c2cc3c(=O)[nH]c4ccccc4c3s2)cc1` gave UDG counter 26% and AID inh 28%.
CCS(=O)(=O)NCC(c1ccco1)N1CCN(c2ccccc2)CC1 (configuration not stated) was read as UDG counter -1%[57.5 µM] and AID inh 5%.
`CC(=O)c1cccc(NC(=O)CSc2nc3c(c(=O)[nH]2)CCC3)c1` gave UDG counter 2% and AID inh 24%.
`O=C(NCCS(=O)(=O)N1CCN(c2ccc(F)cc2)CC1)c1ccccc1Br` gave UDG counter -7% and AID inh -5%.
Screening CCCCNC(=O)NC(C(N)=O)C(N)=O returned UDG counter -5% and AID inh -14%.
Screening CC(NC(=O)c1cccc(F)c1)c1cccc(NS(C)(=O)=O)c1 (configuration not stated) returned UDG counter 1% and AID inh -1%.
For COC(=O)c1c(-c2csc(NC3CC3)n2)c(C)n(C(C)C)c1C the results were UDG counter -2% and AID inh 10%.
Screening C=C(C)Cn1c(SCC(=O)c2ccc(Br)cc2)nc2sc3c(c2c1=O)CCCC3 returned UDG counter -7% and AID inh 6%.
`CCOc1cc(C(=O)NCc2nc(-c3cccc(C)c3)no2)cc(OCC)c1OCC` gave UDG counter 6% and AID inh -2%.
Screening Cc1cccc(OCC(=O)Nc2ccc3c(c2)nc(CCNC(=O)c2ccco2)n3C)c1 returned UDG counter 0% and AID inh 63%[activator].
COc1ccc(-n2nc3cc(C)c(NC(=O)c4ccc(-c5ccc(Cl)cc5)o4)cc3n2)cc1 was read as UDG counter -6% and AID inh 9%.
`O=C(CC1Nc2ccccc2NC1=O)Nc1ccccc1C(F)(F)F` (configuration not stated) gave UDG counter 0% and AID inh -8%.
CC(=O)NCC(=O)OCc1ccc(COC(=O)CNC(C)=O)cc1 was read as UDG counter 2% and AID inh -1%.
Screening Cc1cccc(-n2c3c(cc(-c4nc(-c5ccc(Cl)cc5)cs4)c2=O)C(=O)CC(C)(C)C3)c1 returned UDG counter 2% and AID inh 12%.
Screening CC(=O)c1ccc(S(=O)(=O)Nc2cccc(-c3ccc(N4CCCC4)nn3)c2)cc1 returned UDG counter 0% and AID inh 6%.
For Cc1cc(C(=O)NCCc2ccc(Cl)cc2)c2c(C)nn(-c3cccc(F)c3)c2n1 the results were UDG counter 9% and AID inh 5%.
Screening O=S(=O)(NCC1CN(Cc2ccccc2)CCO1)c1cccc(F)c1 (configuration not stated) returned UDG counter 4% and AID inh 1%.
COc1ccc(-c2nonc2NC(=O)c2oc3ccc(F)cc3c2C)cc1 was read as UDG counter 0% and AID inh -6%.
`COC(=O)CNC(=O)COC(=O)c1ccc2ccccc2n1` gave UDG counter -1% and AID inh 0%.
For COc1ccc(C2NC(=O)N(C)C3=C2C(=O)N(c2ccc(C(=O)O)cc2)C3)cc1 (configuration not stated) the results were UDG counter -1% and AID inh 29%.
CCc1ccc(C(=O)c2cn(CC(=O)NCc3ccc(C)cc3)c3nc(C)ccc3c2=O)cc1 was read as UDG counter 0% and AID inh -13%.
`COc1ccc(CNc2oc(COc3ccc(C)cc3)nc2C#N)cc1` gave UDG counter 1% and AID inh 2%.
`Cc1ccc[n+]([O-])c1C` gave UDG counter 6% and AID inh 5%.
`CCC(=O)N1CCc2cc(S(=O)(=O)NCCC(=O)NCc3ccccc3Cl)ccc21` gave UDG counter 3% and AID inh 5%.
Cc1ccc(NC(=O)Cn2c(=O)n(Cc3ccccc3)c(=O)c3c2c2cc(C)ccc2n3C)cc1 was read as UDG counter 2% and AID inh 5%.
`COc1ccc(OC)c(-c2cc(C(=O)N(C)C)no2)c1` gave UDG counter 1% and AID inh -3%.
`O=C(Nc1cc(Cl)ccc1Cl)c1cc2nc(-c3ccc4c(c3)OCO4)cc(C(F)(F)F)n2n1` gave UDG counter 4%[57.5 µM] and AID inh 6%[57.5 µM].
COc1ccc2oc(=O)c(-c3nc4ccccc4s3)cc2c1 was read as UDG counter -8% and AID inh -5%.
`O=C(/C=C/N1CCOCC1)C(F)(F)F` gave UDG counter -2% and AID inh 1%.
`CCOc1ccc(NC(=O)CSc2nc3ccsc3c(=O)n2CCCCCC(=O)O)cc1` gave UDG counter -21% and AID inh 10%.
`O=Cc1c[nH]c2cc(Br)ccc12` gave UDG counter 5% and AID inh 3%.
Screening O=C(Nc1nnc2n1CCS2)c1ccccc1 returned UDG counter 1% and AID inh 4%.
Screening Cc1ccsc1/C=N/NC(=O)c1ccccc1 returned UDG counter 0% and AID inh -3%.
`Cc1ccc(CNC(=O)c2ccc(Sc3ccc(C)cc3)c(N)c2)cc1` gave UDG counter -9% and AID inh -5%.
CCOC(=O)c1cc2c(=O)n3ccccc3nc2n(CC2CCCO2)c1=NC(=O)c1cc(C)cc(C)c1 (configuration not stated) was read as UDG counter 8% and AID inh 7%.
For O=C(NCCc1ccccc1Cl)c1sc2ncccc2c1-n1cccc1 the results were UDG counter -1% and AID inh 35µM*.
Screening CC(/C=C/c1ccccc1)=N/Nc1ccc(F)cc1F returned UDG counter -4% and AID inh -10%.
Screening CCC(=O)Nc1ccc(C)cc1-c1nc2ccccc2n(Cc2ccccc2)c1=O returned UDG counter 7% and AID inh -27%.
`CC1CCN(c2nc3c(S(=O)(=O)c4ccccc4)nnn3c3ccc(Cl)cc23)CC1` gave UDG counter -14% and AID inh inconclusive.
`CCOC(=O)c1oc2cc(OC(=O)CC)ccc2c(=O)c1-c1nc2ccccc2s1` gave UDG counter 22% and AID inh 0%.
For CCCC1O[C@@H]2C[C@H]3[C@@H]4CCC5=CC(=O)C=C[C@]5(C)[C@H]4[C@@H](O)C[C@]3(C)[C@]2(C(=O)CO)O1 (some centres not stated) the results were UDG counter -1% and AID inh -2%.
Cc1cc(NC(=O)C2CC2)sc1C(=O)NC(C)c1ccccc1 (configuration not stated) was read as UDG counter -4% and AID inh 0%.
For COC(=O)c1ccc(-c2nc(-c3ccc(OC)c(OC)c3)no2)cc1 the results were UDG counter -19% and AID inh -10%.
Screening CCOc1cc2[nH]c(=O)n(Cc3ccc(C(=O)N4CCN(c5cccc(Cl)c5)CC4)cc3)c(=O)c2cc1OCC returned UDG counter 0% and AID inh -1%.
For O=C(CSCC(O)c1ccccc1)c1c[nH]c2ccccc12 (configuration not stated) the results were UDG counter -9% and AID inh 2%.
For COc1ccc2c(COC(=O)c3ccc(N4CCOCC4)nc3)cc(=O)oc2c1 the results were UDG counter 3% and AID inh -19%.
Screening CC(C)(C)c1ccc(C2(C)NC(=O)N(Cc3coc(-c4cccs4)n3)C2=O)cc1 (configuration not stated) returned UDG counter 3% and AID inh 1%.
Screening CCOc1ccc(C2C(C(=O)Nc3ccccc3)=C(C)Nc3nc(-c4ccccc4Cl)nn32)cc1OC (configuration not stated) returned UDG counter -7% and AID inh -5%.

At a glance, part of the list above.
Screening Cc1ccsc1/C=N/NC(=O)c1ccccc1 returned UDG counter 0% and AID inh -3%.
`Cc1ccc(CNC(=O)c2ccc(Sc3ccc(C)cc3)c(N)c2)cc1` gave UDG counter -9% and AID inh -5%.
CCOC(=O)c1cc2c(=O)n3ccccc3nc2n(CC2CCCO2)c1=NC(=O)c1cc(C)cc(C)c1 (configuration not stated) was read as UDG counter 8% and AID inh 7%.

Continued:
`CCCCNC(=O)CSc1nc2ccccc2nc1Cc1ccc(C)cc1` gave UDG counter 4% and AID inh 8%.
For CCNC(=O)C(=O)NCc1ccco1 the results were UDG counter 9% and AID inh 4%.
`Cc1cccc(-c2nc(CSc3nncn4c3cc3oc(C)cc34)c(C)o2)c1` gave UDG counter -10% and AID inh 35%[activator].
For COc1ccc(-c2nc(C(=O)Nc3ccc(C(C)=O)cc3)nn2-c2cccc(Cl)c2)cc1 the results were UDG counter -18% and AID inh -2%.
Cc1ccc(-c2noc(CNC(=O)c3ccc(C)c(Cl)c3)n2)cc1 was read as UDG counter -4% and AID inh inconclusive.
For CCCCCn1c(NCCCOC)nc2c1c(=O)[nH]c(=O)n2C the results were UDG counter -7% and AID inh -5%.
CC(C)(C)NC(=O)NC(=O)CN1CCN(S(=O)(=O)c2ccccc2)CC1 was read as UDG counter -2% and AID inh 0%.
For CCNC(=O)NC(=O)COC(=O)CCCc1c[nH]c2ccccc12 the results were UDG counter -1% and AID inh -2%.
For Cc1c(NC(=O)Cc2ccccc2)cccc1-c1nc2cccnc2s1 the results were UDG counter 1%[57.5 µM] and AID inh -7%.
Screening O=C(O)CCC(=O)Nc1sc2c(c1C(=O)Nc1ccccc1)CCCCC2 returned UDG counter 1% and AID inh 10%.
O=C(Nc1ccc2oc(-c3ccc(Br)cc3)nc2c1)c1cc2ccccc2o1 was read as UDG counter -3% and AID inh 64%[activator].
Screening COc1ccc(CCNC(=O)c2ccc(Cn3c(=O)c4ccccc4n(Cc4cccc(F)c4)c3=O)cc2)cc1OC returned UDG counter -3% and AID inh 0%.
COc1cccc(C(=O)N(Cc2cccnc2)c2nc3c(OC)ccc(C)c3s2)c1OC was read as UDG counter 34%[activator] and AID inh inconclusive.
`CCn1c(-n2nc(C)cc2C)nc2c1c(=O)n(CCc1ccccc1)c(=O)n2C` gave UDG counter 3% and AID inh -8%.
COc1ccc(Cl)cc1C(=O)Nc1c(NCc2ccccc2)c2ccccc2oc1=O was read as UDG counter 5% and AID inh -4%.
CCOCCCNC(=O)CSCc1ccc(C)cc1 was read as UDG counter 3% and AID inh 2%.
`Cc1noc(Cn2c(=O)c3ccccc3n(CC(=O)Nc3ccc(Cl)cc3)c2=O)n1` gave UDG counter 20% and AID inh -23%.
For COc1ccccc1Nc1nc(-c2ccccc2)c(CC(=O)O)s1 the results were UDG counter 10% and AID inh -11%.
`CC1(C)N=C(SCc2ccc(F)cc2)c2ccccc2N1` gave UDG counter -9%[57.5 µM] and AID inh 14%[57.5 µM].
Screening Cc1cc(Br)ccc1NC(=O)C1(S(=O)(=O)c2ccc(Cl)cc2)CC1 returned UDG counter -2%[57.5 µM] and AID inh 1%.
Screening CCCCN(C)CCNC(=O)c1cc(=O)[nH]c2ccc(S(=O)(=O)N3CCCCCC3)cc12 returned UDG counter -7% and AID inh 4%.
`COc1cccc(CNC(=O)c2ccc(Cn3c(SCc4ccccc4)nc4cccnc43)cc2)c1` gave UDG counter 1% and AID inh 6%.
For Nc1nccnc1C(=O)NCc1ccc(CN2CCCCC2)cc1 the results were UDG counter -2% and AID inh -1%.
For COc1ccc(-n2nc(C(=O)N3CCCCC3C)c3c4ccccc4n(C)c3c2=O)cc1Cl (configuration not stated) the results were UDG counter -4% and AID inh 16%.
For CCCN1C(=O)NC(c2cccc(Cl)c2Cl)C(C(=O)Nc2cc(C)on2)=C1C (configuration not stated) the results were UDG counter -8% and AID inh -8%.
`CCOc1ccc(N(C)C(=O)C2CCN(S(=O)(=O)c3ccc4c(c3)CCCN4C(C)=O)CC2)cc1` gave UDG counter -9% and AID inh -12%.

Reprinted at random: 4 entries already listed, in no set order.
Screening CCCCN(C)CCNC(=O)c1cc(=O)[nH]c2ccc(S(=O)(=O)N3CCCCCC3)cc12 returned UDG counter -7% and AID inh 4%.
For COc1ccc(-n2nc(C(=O)N3CCCCC3C)c3c4ccccc4n(C)c3c2=O)cc1Cl (configuration not stated) the results were UDG counter -4% and AID inh 16%.
For CCCN1C(=O)NC(c2cccc(Cl)c2Cl)C(C(=O)Nc2cc(C)on2)=C1C (configuration not stated) the results were UDG counter -8% and AID inh -8%.
CCOCCCNC(=O)CSCc1ccc(C)cc1 was read as UDG counter 3% and AID inh 2%.

Not all compounds are listed; the hit share may differ from the screen's.
